A549 viability = counter-screen for Nrf2 inhibitors: cytotoxicity in A549 cells. A549 ARE-Fluc cells, CellTiter-Fluor viability, 18-24 h. Potency, µM (highest dose often 46 µM), for the others: top-dose activity change, negative = cytotoxicity, actives largely listed as inhibitors. 390,000 tested, 0.16% active. AID 504648; also: potency is read from the fitted curve at half-maximal effect; % is scaled to controls: 0 for no effect and ±100 for the full control effect
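Cytotoxicity counterscreen: CellTiter-Fluor fluorescence was measured in A549 ARE_Fluc cells after 18-24 h of compound exposure in a concentration series. The subsequent BugLite luminescent read reports ARE-luciferase activity.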
pAkt inh = inhibitors of Akt phosphorylation | 360,000 tested, 0.32% active | Neuro2A IGF-stimulated pAkt S473 HTRF, 20 min; active compounds read low | activity change, % for hits at 50 µM | AID 651550; in the data active = activity change below about -80%; inconclusive = mostly about -51% to -80%; also: % is scaled to controls: 0 for no effect and ±100 for the full control effect
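Neuro2A cells (4,500/well, DMEM with 0.5% FBS) were treated with compound at a single 50 µM final concentration, stimulated with 6 nM IGF for 20 min at 37 °C, and lysed. Phospho-Akt Ser473 was read by HTRF as 665/615 ratio ×10^4.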
Nrf2 inh = Nrf2 pathway inhibition. Potency, µM (highest dose often 46 µM), without a hit: at the highest dose activity change, negative = inhibition, actives largely listed as inhibitors. 360,000 tested, 2.1% active. AID 504444. A549 ARE-Fluc reporter, luciferase luminescence, 18-24 h; also: potency is read from the fitted curve at half-maximal effect; % is scaled to controls: 0 for no effect and ±100 for the full control effect; nearly all actives have a fitted effect of over 60% in size
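Nrf2 activity is the BugLite luminescence, read 15 min after reagent at room temperature, following CellTiter-Fluor cytotoxicity readout (30 min, 37C). Compound titrations were applied for 18-24 h to 5000 A549 ARE_Fluc cells/well in 5% FBS OPTI-MEM.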
CCT chaperon mod = changes cytosolic chaperonin activity; purified chaperonin ATPase assay, HTRF ADP detection, 30 min; activity change, % (test concentration not listed), hits read low; 360,000 tested, 0.3% active; AID 651819; in the data active = activity change below about -30%; also: % is scaled to controls: 0 for no effect and ±100 for the full control effect
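ATPase activity: ADP formed was measured by HTRF Transcreener (665/615 nm ratio) after 30 min at 37 deg C with 10 uM ATP. Compounds screened at one 76 uM concentration against 40 or 20 nM TRiC in Tris pH 7.4/KCl/MgCl2/DTT buffer.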
Abeta rescue = restores growth of yeast expressing A-beta42 peptide; Potency, µM (highest dose often 46.1 µM), for inactives: at the highest dose growth rescue, usual class: activators; 410,000 tested, 0.063% active; yeast expressing A-beta42, growth rescue, OD600, 48 h; response scale: 0% DMSO, 100% iron-clioquinol control; also: potency is read from the fitted curve at half-maximal effect; nearly all actives have a fitted effect of over 55% in size
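Yeast A-beta toxicity model in growth medium with pinned compounds, 48 h at 30 C; growth read as absorbance at 600 nm. Normalized to FeCl3/clioquinol equimolar mix (positive) and DMSO (negative).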
TGFb SMAD3 inh = TGF-b pathway inhibition; HepG2 CAGA-GFP TGF-b/SMAD3 reporter, GFP fluorescence, 18 h; TGF-beta stimulated, 500 pg/mL final; Potency, µM (doses to about 46.1 µM), without a hit: at the highest dose activity, negative = inhibition, most hits filed as inhibitors; 410,000 tested, 1.2% active; AID 588855; also: potency is read from the fitted curve at half-maximal effect; % is scaled to controls: 0 for no effect and ±100 for the full control effect; nearly all actives have a fitted effect of over 65% in size
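Using HEPG2 CAGA-GFP reporter cells at 1000 cells/well, we pinned test compounds, stimulated with recombinant TGF-beta (500 pg/mL final) and measured total well GFP after 18 h.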
HepG2 tox = HepG2 cytotoxicity, counter-screen for TGF-b inhibitors | HepG2 CAGA-GFP viability, ATP luminescence, 18 h | Potency, µM (titrated, usually from 46.1 µM), for inactives: at the top dose activity change, negative = cytotoxicity, hits mostly cytotoxic | 410,000 tested, 0.76% active | AID 588856; also: potency is read from the fitted curve at half-maximal effect; some results filed as inactive show a strong effect at the top dose
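CellTiter-Glo luminescence gave cytotoxicity after 18 hours at 37 degrees C. The cells were HepG2 CAGA-GFP in 1% FBS DMEM, stimulated with 500 pg/mL TGF-beta after compound addition. %Activity was normalised to no-cell wells (complete cell-killing) and DMSO (no toxicity), and curves were fitted and classified.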
Nrf2 ARE act = activators of Nrf2 (ARE) signaling. AREc32 ARE-luciferase reporter (MCF7-derived line), luminescence, 24 h. Potency, µM (doses to about 46.1 µM), for inactives: at the highest dose activation, hits mostly activators. AID 624171. 410,000 tested, 0.31% active; also: potency is read from the fitted curve at half-maximal effect; % of control where 0% means no effect; nearly all actives have a fitted effect of over 65% in size
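Reporter line AREc32 (ARE-Fluc), seeded overnight in OPTI-MEM with 5% FBS; compound pin-transferred, 24 hr at 37 deg C, 5% CO2; luminescent read-out.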
MmCpn inh = M. maripaludis TRiC chaperonin inhibition; purified Mm-Cpn ATPase, ADP Transcreener TR-FRET; Potency, µM (highest dose often 76.9 µM), inactives show at the top dose activity, negative = inhibition, most hits filed as inhibitors; 330,000 tested, 0.031% active; AID 504842; also: potency is read from the fitted curve at half-maximal effect; % is scaled to controls: 0 for no effect and ±100 for the full control effect; nearly all actives have a fitted effect of over 80% in size
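Measured: ADP formation by purified Mm-CPN. Conditions: 25 nM protein, 10 uM ATP, Tris pH 7.4 with Mg2+, K+ and DTT, 37°C for 30 min. Detection: Transcreener HTRF after 30 min at room temperature.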
* = called active by the depositor; i = inactive; ? = inconclusive; . = no result given; & = joins results of further samples; [ ] = dose if it differs, or a comment. Unless noted, calls follow the shape of the dose curve; as a rule, active = well fitted curve in the direction sought with a large enough effect; inconclusive = small, poorly fitted or top-dose-only effect, or another doubt; inactive = no such curve, though single readings can be large; an effect the other way counts as inactive or inconclusive.

Start of the data: the first 14 compounds as a preview:
SMILES	A549 viability	pAkt inh	Nrf2 inh	CCT chaperon mod	Abeta rescue	TGFb SMAD3 inh	HepG2 tox	Nrf2 ARE act	MmCpn inh
COc1cccc(-c2noc(C(C)n3nc(C)c([N+](=O)[O-])c3C)n2)c1 (centres undefined)	10%	i	?	0.3	-30%	12%	0%	5.9%	0%
O=C(COc1ccccc1)N1CCN(S(=O)(=O)c2cccs2)CC1	1%	i	18%	-4.0	-6%	-2%	-7%	-0.9%	-1%
CCOC(=O)Nc1ccc2c(c1)C(=NO)c1ccccc1-2	-6%	i	?	-2.6	-56%[inhibitor]	0%	-23%	7.2%	.
CN(C)S(=O)(=O)c1cccc(COC(=O)CN2C(=O)NC3(CCCC3)C2=O)c1	-9%	i	3%	0.6	-6%	2%	-20%	0.1%	-1%
O=C(Cn1c(=O)c2cccn2c2ccccc21)NCCCN1CCCCC1	7%	i	1%	1.6	-7%	8%	1%	-0.3%	3%
CCOC(=O)CSc1nc2ccccc2n2cnnc12	-4%	i	1%	-4.1	12%	-1%	-17%	2.8%	-3%
Cc1cc(/C=C(\C#N)C(=O)N2CCOCC2)c(C)n1C1CCCC1	-10%	i	?	-22	0%	?	-20%	-1.6%	-24%
O=C(C1CC1c1ccccc1)N1CCOCC1 (centres undefined)	18%	i	?	0.0	15%	21%	-16%	-0.1%	1%
COc1ccc(CN2CCNC(=O)C2CC(=O)N(C)Cc2ccncn2)c(OC)c1 (centres undefined)	-4%	i	1%	0.4	6%	-2%	5%	-0.3%	4%
O=C(CCC(=O)N(CC(=O)NC1CCCC1)c1ccc(F)cc1)Nc1nccs1	-18%	i	-13%	1.3	18%	3%	7%	-2.1%	2%
COc1ccccc1CNC(=O)c1ccc(NS(=O)(=O)c2c(C)noc2C)cc1	-4%	i	?	-4.1	-6%	3%	-33%	0.2%	0%
CCOc1ccc(CC(=O)OCN2C(=O)c3ccccc3C2=O)cc1	-5%	i	21%	0.5	9%	15%	0%	-0.5%	0%
O=C(C[n+]1ccc(C(=O)NCCCO)cc1)c1cccc(Br)c1	2%	i	-2%	-0.1	-11%	3%	-19%	0.3%	4%
CC(=O)c1c(C)oc2ccc(OCc3ccccc3)cc12	7%	i	8%	-4.7	2%	-2%	-28%	2.3%	-1%

The list itself, from the start:
SMILES	A549 viability	pAkt inh	Nrf2 inh	CCT chaperon mod	Abeta rescue	TGFb SMAD3 inh	HepG2 tox	Nrf2 ARE act	MmCpn inh
COc1cccc(-c2noc(C(C)n3nc(C)c([N+](=O)[O-])c3C)n2)c1 (centres undefined)	10%	i	?	0.3	-30%	12%	0%	5.9%	0%
O=C(COc1ccccc1)N1CCN(S(=O)(=O)c2cccs2)CC1	1%	i	18%	-4.0	-6%	-2%	-7%	-0.9%	-1%
CCOC(=O)Nc1ccc2c(c1)C(=NO)c1ccccc1-2	-6%	i	?	-2.6	-56%[inhibitor]	0%	-23%	7.2%	.
CN(C)S(=O)(=O)c1cccc(COC(=O)CN2C(=O)NC3(CCCC3)C2=O)c1	-9%	i	3%	0.6	-6%	2%	-20%	0.1%	-1%
O=C(Cn1c(=O)c2cccn2c2ccccc21)NCCCN1CCCCC1	7%	i	1%	1.6	-7%	8%	1%	-0.3%	3%
CCOC(=O)CSc1nc2ccccc2n2cnnc12	-4%	i	1%	-4.1	12%	-1%	-17%	2.8%	-3%
Cc1cc(/C=C(\C#N)C(=O)N2CCOCC2)c(C)n1C1CCCC1	-10%	i	?	-22	0%	?	-20%	-1.6%	-24%
O=C(C1CC1c1ccccc1)N1CCOCC1 (centres undefined)	18%	i	?	0.0	15%	21%	-16%	-0.1%	1%
COc1ccc(CN2CCNC(=O)C2CC(=O)N(C)Cc2ccncn2)c(OC)c1 (centres undefined)	-4%	i	1%	0.4	6%	-2%	5%	-0.3%	4%
O=C(CCC(=O)N(CC(=O)NC1CCCC1)c1ccc(F)cc1)Nc1nccs1	-18%	i	-13%	1.3	18%	3%	7%	-2.1%	2%
COc1ccccc1CNC(=O)c1ccc(NS(=O)(=O)c2c(C)noc2C)cc1	-4%	i	?	-4.1	-6%	3%	-33%	0.2%	0%
CCOc1ccc(CC(=O)OCN2C(=O)c3ccccc3C2=O)cc1	-5%	i	21%	0.5	9%	15%	0%	-0.5%	0%
O=C(C[n+]1ccc(C(=O)NCCCO)cc1)c1cccc(Br)c1	2%	i	-2%	-0.1	-11%	3%	-19%	0.3%	4%
CC(=O)c1c(C)oc2ccc(OCc3ccccc3)cc12	7%	i	8%	-4.7	2%	-2%	-28%	2.3%	-1%
COc1ccc(Cl)cc1NC(=O)CSc1nc(=O)n(Cc2ccco2)c2c1CCC2	-21%	.	.	.	-9%	?	-26%	11%	.
COc1cn(CC(=O)Nc2ccccc2)c(CN2CCCCC2)cc1=O	1%	.	.	.	-4%	4%	0%	-0.2%	.
Cc1ccc(CNC(=O)C(Cc2ccccc2)NS(=O)(=O)c2ccc(Br)s2)cc1 (centres undefined)	?	i	?	-1.5	-11%	?	-26%	0.7%	-4%
Cc1ccc(-n2nc3c(N4CCCC(C(=O)NCc5ccccc5C)C4)nnc(C)c3c2C)cc1 (centres undefined)	-3%	.	7%	.	-12%	?	-30%	1.0%	.
COc1ccc(-n2nc(C(=O)NCC(=O)N3CCN(c4ccccn4)CC3)c3ccccc3c2=O)cc1OC	-2%	i	3%	-0.9	-8%	-12%	0%	-0.2%	2%
CCC(C)NCc1ccc(C(=O)OC)o1 (centres undefined)	0%	i	-13%	-1.2	2%	-5%	-10%	-0.2%	-1%
CC1CN(S(=O)(=O)c2ccc(C(=O)N3CCc4ccccc43)cc2)CC(C)O1 (centres undefined)	0%	i	3%	-2.7	-8%	?	-5%	0.1%	-3%
O=C(Cn1cc(SCc2cccc(Cl)c2)c2ccccc21)N1CCOCC1	0%&2%	i	?	-0.5	?	-1%&0%	-22%&3%	7.8%&4.8%	2%
CCc1ccc(CNC(=O)C2CCC(=O)N(CCc3ccc(Cl)cc3)C2)nc1 (centres undefined)	0%	i	10%	-1.2	6%	0%	-7%	0.0%	-3%
Cc1sc2ncnc(SCC(=O)N3c4ccccc4Sc4ccc(Cl)cc43)c2c1C	1%	i	-4%	-0.1	9%	-7%	0%	0.1%	-7%
CCC(=O)c1ccc(N2CCN(C(=O)Cc3ccccc3)CC2)c(F)c1	-6%	i	-15%	0.7	-31%[inhibitor]	-18%	-30%	-0.1%	1%
CCc1ccc(-c2nc(NC(=O)c3ccc(OCC(=O)Nc4ccc(F)cc4)c(OC)c3)sc2C)cc1	1%	i	-13%	1.5	-6%	-9%	8%	-0.1%	-4%
Cc1nc2cccnc2n1C1CCN(S(C)(=O)=O)CC1	-7%	.	19%	.	0%	?	2%	0.2%	.
COc1ccc2c(c1)CCCC2=O	-4%	i	0%	-4.3	-1%	-7%	-8%	2.6%	.
CCN1CCc2nc(N)oc2CC1	-1%	i	3%	-0.2	-20%	1%	-12%	-0.1%	-4%
CSc1ncc(Cl)c(C(=O)Nc2ccccc2Br)n1	-3%	i	0%	-1.0	.	-5%	-29%	?	4%
CCOc1ccc(OCC(=O)NCCS(=O)(=O)N2CCN(c3ccccc3F)CC2)cc1	-1%	.	.	.	11%	-9%	-21%	0.5%	.
Cc1ccc(S(=O)(=O)N2CCOCC2)cc1C(=O)OCC(=O)Nc1ccc(Cl)cn1	.	i	.	0.3	6%	-9%	-1%	0.3%	.
O=C(C1=C(O)C(=O)N(CCN2CCOCC2)C1c1cccc(O)c1)c1cc2ccccc2o1 (centres undefined)	-11%	i	2%	-1.7	-14%	0%	7%	3.7%	-4%
COc1ccc(-c2cn3nc(SCC(=O)Nc4cc(C)cc(C)c4)ccc3n2)cc1	-4%	.	.	.	5%	3%	0%	3.9%	.
COc1cc(C2c3cc4c(cc3OC(Nc3ccc(C(=O)O)cc3)C2C)OCO4)cc(OC)c1OC (centres undefined)	-14%	i	-6%	2.7	2%	?	-9%	2.6%	.
COc1ccc(-n2nnnc2SCC(=O)Nc2ccc(OC)cc2OC)cc1	-15%	i	?	-0.7	42%	-27%	-10%	-0.1%	1%
CCCOc1ccccc1/C=C1\SC(N2CCCCC2)=NC1=O	-6%	i	?	-1.3	14%	0%	-38%	6.7%	-4%
Cc1cc(C)[n+](-c2ccc(C(C)C)cc2)c2[nH]c(=O)[nH]c(=O)c12	-3%	i	-8%	-4.3	20%	35%[activator]	1%	0.0%	-9%
O=c1c2ccccc2nc(/C=C/c2cccc([N+](=O)[O-])c2)n1CCCO	-1%	i	?	-1.1	-9%	0%	-24%	?	.
Cc1nc2c(OCc3ccc(C#N)cc3)cccn2c1N(C)Cc1cccs1	.	i	.	-2.8	2%	?	-17%	-1.0%	.
